# Screens deposited in PubChem by several laboratories.
# bCat nuc transl = alters nuclear translocation of beta-catenin in HeLa cells; immunofluorescence imaging; nuclear translocation activity, % at 5 µM; 190,000 tested, 0.3% active; AID 1665;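 active = nuclear translocation activity above 50% at 5 µM, with a well cell count of 50 or more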;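 note: per-cell ratio of nuclear to cytoplasmic median beta-catenin stain intensity; plate controls were DMSO negative control for no effect and GSK-3 inhibitor IX positive control for full effect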
#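 Assay system: human HeLa cells, native beta-catenin; doses: 5 µM primary, 0.02–20 µM confirmation; incubation: compound treatment 24 h, 37°C, 5% CO2; technique: fluorescence imaging of beta-catenin antibody stain plus DAPI; measure: % activation, nuclear-to-cytoplasmic median beta-catenin signal ratio per cell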
# ER stress rescue = rescue of cells from ER stress-induced death, primary screen, 384-well, CSM14.1, thapsigargin, ATP luminescence (AID 1222) | CSM14.1 thapsigargin-induced death rescue, ATP luminescence; higher % means a stronger effect | cellular ATP content (survival), % at 20 µM, or EC50 in µM where a hit was titrated | 190,000 tested, under 10 active;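 active = EC50 below 50 µM in the dose-response confirmation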;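 note: death triggered by thapsigargin at about 15 µM added after 2 h compound pretreatment; cell ATP read after overnight thapsigargin exposure of roughly 18 to 22 hours; normalized against plate controls of thapsigargin alone and 5% DMSO vehicle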
# T cell HTS = T cell immune modulation candidate | 330,000 tested, 0.068% active | 2C CD8+ T cell-vesicle binding, flow cytometry; hits give low values | calls only at 7 µM;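 active = response, share of CD8 T cells binding vesicles, and their 90th percentile fluorescence all below set limits, cut at about 80% in these data, passing the limit was not always enough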
#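 Material: murine 2C transgenic CD8+ T lymphocytes / Also added: QL9-peptide-loaded Drosophila micro-vesicles bearing Ld, ICAM-1 and B7-1 / Schedule: binding step 1.5 h, 37 °C, antibody labelling 20 min, ice / Signal: flow cytometry, PE anti-B7-1 (FL2) versus Alexa647 anti-CD8 (FL8), PFA-fixed / Evaluation: percent CD8+ FL2 mean versus row control / Benchmarks: naked versus QL9-loaded vesicles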
# Insulin prom up = MIN6 insulin promoter up-regulation. MIN6 insulin promoter-GFP reporter, high-content imaging; hits give high values. z-score at 5 µM. 190,000 tested, 0.3% active;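 active = z-score above 3 at 5 µM with at least 500 cells counted in the well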
# Dynein transport = blocks dynein driven cargo transport along microtubules | 3617.4 mouse cells, GR-EGFP nuclear translocation imaging; test concentration mostly 20 µM; stimulated with dexamethasone, 1 µM; hits give low values | z-score, hits read low | 220,000 tested, 0.47% active;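 active = plate z-score of nuclear minus cytoplasmic receptor signal below a set negative limit, without overly bright fluorescence or cell loss, cut at about -3.5 in these data, passing the limit was not always enough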;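 note: z-score of nuclear minus cytoplasmic ring GR-EGFP intensity difference per well; some compounds called inactive have numbers as strong as hits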
#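 Also added: dexamethasone, 1.0 µM final. Medium: tet-free, stripped-serum medium. Detection: fixed, Hoechst-stained cells imaged at 10x for EGFP. Read-out: nuclear-to-cytoplasmic GR-EGFP distribution per well. Times: induction 48 h, compound 1 h, agonist 30 min.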
# PhoP inhibition = PhoP-dependent GFP reporter repression – Salmonella Typhimurium, primary screen (AID 1863). one-dose inhibition, % at 50 µM; IC50 in µM for titrated hits. S. Typhimurium PhoP-regulated promoter GFP reporter, 4 h; higher % means a stronger effect. 300,000 tested, 0.16% active;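 active = inhibition over 29.93%, a cutoff 3 SD above the screen mean, later confirmed by dose response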;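 note: 0% = low Mg2+ inducing control and 100% = high Mg2+ repressing control; strong numbers were not always called active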
# Autophagy mod = autophagy modulation, high-content screen; MEF GFP-LC3 puncta imaging; test concentration mostly 10 µM; calls only at 10 µM (by protocol); 190,000 tested, 0.98% active; AID 463193;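 active = percentage of spot-positive cells more than 3 SD above its plate mean, without a fluorescence outlier flag or 80% toxicity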;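 note: spot-positive cell cutoff set from DMSO-treated cells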
# Hep lipid drop = hepatic lipid droplet formation modulation; AML12 mouse hepatocytes, oleate lipid droplets, BODIPY imaging; inhibition, % at 6.5 µM; 240,000 tested, 0.4% active; AID 1656;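 active = lipid droplet intensity inhibited by at least 50%, with more than 500 cells counted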
#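 Test system: AML12 hepatocytes (mouse); reagent: oleate loading, 100 µM; dosing: one dose, 6.5 µM compound; incubation: overnight exposure; signal: fluorescence imaging, 20x objective, two fields per well; read-out basis: % inhibition of corrected integrated BODIPY droplet signal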
# MT stabilize HCS = microtubule stabilization, imaging screen | HeLa tubulin immunostaining HCS, 24 h; share of cells brighter than vehicle mean+2SD | % tubulin-high responders, % at 10 µM | 200,000 tested, 0.83% active;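 active = plate Z-score above 3 for both tubulin-high and condensed-nucleus cell shares, with cell loss under 80%, at 10 µM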;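 note: anti alpha tubulin signal scored within the nucleus-defined area of each cell; some results filed as inactive read as strong as hits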
# Dynein transport cytoplasmic EGFP = recorded beside Dynein transport, whose call it bears; z-score; measured here: cytoplasmic GR-EGFP intensity; hits give high values
# Dynein transport nuclear GR-EGFP = recorded beside Dynein transport, whose call it bears; z-score; measured here: nuclear GR-EGFP intensity;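 lower value marks the stronger effect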
# Dynein transport cell count = also measured in Dynein transport; calls as there; z-score; measured here: cell count per field
# Insulin prom up cell count = second read-out of Insulin prom up, no call of its own (marks repeat the call); cell count; measured here: cytotoxicity, nuclei count;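 total cells summed across four imaged fields per well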
# Hep lipid drop cells 6.5 µM = second read-out of Hep lipid drop, no call of its own (marks repeat the call); cell count; measured here: cell count, cytotoxicity flag;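 cells counted across two imaged fields per well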
# bCat nuc transl cell count 5 µM = further read-out of bCat nuc transl, marked with its call; cell count; measured here: cell count, cytotoxicity flag
# T cell HTS vesicle-bound % = second read-out of T cell HTS, no call of its own (marks repeat the call); double positive events, %; measured here: CD8+ vesicle-bound cell fraction;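 binding gate set so that unloaded-vesicle control wells show 10% double positive cells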
# MT stabilize HCS Hoechst-high % = second read-out of MT stabilize HCS, no call of its own (marks repeat the call); % Hoechst-high responders; measured here: nuclear condensation Hoechst responders;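 share of cells brighter than vehicle mean plus two SD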
# MT stabilize HCS cytotoxicity % = further read-out of MT stabilize HCS, marked with its call; toxicity, %; measured here: cytotoxicity by cell density;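 0% = mean cell density of plate MIN control wells and 100% = no cells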
# Autophagy mod cell loss 18 h = second read-out of Autophagy mod, no call of its own (marks repeat the call); toxicity, %; measured here: cell loss, nuclei count;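 cell loss after 18 h compound exposure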
# Numbers without * were called inactive; i = inactive; . = no result given.
SMILES,bCat nuc transl,bCat nuc transl cell count 5 µM,ER stress rescue,T cell HTS,T cell HTS vesicle-bound %,Insulin prom up,Insulin prom up cell count,Dynein transport,Dynein transport cytoplasmic EGFP,Dynein transport nuclear GR-EGFP,Dynein transport cell count,PhoP inhibition,Autophagy mod,Autophagy mod cell loss 18 h,Hep lipid drop,Hep lipid drop cells 6.5 µM,MT stabilize HCS,MT stabilize HCS Hoechst-high %,MT stabilize HCS cytotoxicity %
CCOC(=O)C1=C(C)N(C)C(C)=C(C(=O)OCC)C1c1ccc(Cl)cc1,2.3,399,2.1%,i,42,-0.19,1059,0.57,-0.085,0.51,0.053,6%,i,9,-6,663,3.6,3.3,9.7
Cc1cccc(NC(=O)CSc2nc(N)cc(N)n2)c1,-3.2,519,-2.8%,i,32,-0.07,1239,-0.92,-0.19,-0.23,0.023,10%,i,1,-2,671,1.8,2.2,18
Cc1cccc(-n2c(N)cc(=O)nc2SCC(=O)Nc2nnc(CC(C)C)s2)c1,.,.,0.0%,.,.,-0.09,851,-0.64,-0.19,-0.36,0.27,-12%,i,0,-3,794,2.9,2.9,7.8
O=c1c2ccccc2cnn1Cc1n[nH]c(=S)n1-c1ccc(Cl)cc1Cl,-1.8,1015,-0.5%,i,40,0.12,1325,0.24,-0.28,0.19,-0.82,23%,i,-6,21,624,1.6,3.6,14
CN(C)S(=O)(=O)c1cccc(NC(=O)CCc2c[nH]c3ccccc23)c1,-0.3,1022,1.3%,i,59,-0.49,1550,-0.25,-0.36,-0.14,0.45,0%,i,-5,-4,654,2.3,1.8,4.6
CC(=O)c1cccc(NS(=O)(=O)c2cc(OCC(N)=O)c(C)cc2Cl)c1,1.7,1402,-1.9%,i,31,0.44,1459,-0.48,-0.19,0.59,0.65,-6%,i,16,.,.,2.1,1.6,2.7
O=C(Nc1nc2ccccc2s1)c1ccc2c(c1)S(=O)(=O)c1ccccc1C2=O,1.0,1113,-0.1%,.,.,-0.44,1288,-0.38,-0.31,-0.051,0.62,3%,i,-10,4,716,2.1,2.0,16
COc1ccc(-c2oc(NC(=O)CCl)c(C#N)c2-c2ccc(OC)cc2)cc1,.,.,-0.8%,i,37,0.22,909,0.078,-0.5,0.37,1.7,-11%,i,14,-3,688,1.8,0.5,4.7
OCCN1CCN(C(=S)Nc2cccc(C(F)(F)F)c2)CC1,-0.5,1344,.,i,33,-0.23,1234,-1.3,0.4,0.075,0.1,0%,.,.,-8,712,.,.,.
CCc1ccc(Nc2nnc(SCC(=O)Nc3sccc3C(N)=O)s2)cc1,.,.,10%,i,20,-0.76,1088,0.12,-0.04,0.58,-1,4%,i,1,20,605,2.1,2.7,11
Cc1cc(N2CCN(c3ccccc3)CC2)n2c(n1)nc1ccccc12,-0.3,1204,3.5%,i,55,-0.83,830,2,-0.13,0.99,-1.2,-1%,i,-1,.,.,2.5,1.0,3.2
O=C1C2CCCN2c2ccc(S(=O)(=O)N3CCOCC3)cc2N1Cc1cccc(C(F)(F)F)c1 (stereo unspecified),-2.4,1377,0.0%,i,26,-0.32,1349,-0.4,-0.17,-0.28,0.51,26%,i,-7,.,.,1.4,2.2,0.2
CCCCNC(=O)COC(=O)c1cc(S(=O)(=O)N2CCCCCC2)ccc1OC,0.5,1179,-0.2%,i,47,-0.67,1027,0.87,-0.24,0.8,-0.83,11%,i,-9,12,811,2.6,1.7,7.0
O=C(COC(=O)Cc1cccc(C(F)(F)F)c1)NC1CC1,0.0,1023,0.4%,i,35,-0.17,1247,0.5,-0.2,0.32,0.13,-13%,i,0,-6,640,3.9,3.1,4.6
COc1ccc(CCNC(=O)CSc2ccc(-c3cccs3)nn2)cc1,.,.,-1.2%,i,56,-0.1,1170,-0.8,-0.27,-0.45,1.2,4%,i,-2,-6,722,2.2,3.2,5.8
COc1cc(NC(=S)NCCN2CCOCC2)cc(OC)c1OC,-3.1,1042,0.4%,i,67,-1,1479,0.64,0.0063,0.63,-1,-7%,i,23,-19,687,2.7,0.8,3.9
CCN(CC)CCN1C(=O)C(=O)/C(=C(/O)c2ccncc2)C1c1ccccc1 (stereo unspecified),-6.1,818,-1.5%,i,28,1.5,1466,-0.15,-0.37,0.041,0.076,4%,i,8,.,.,6.8,2.6,5.8
O=C(CN1CCC(n2nnc3cc(C(F)(F)F)ccc32)CC1)NCc1cccs1,0.3,1179,0.6%,i,40,-2.3,758,-0.12,-0.19,0.5,0.88,5%,i,13,-21,727,2.2,2.6,6.1
CCCCCCCCCc1nc(N)n[nH]1,4.1,1308,-1.8%,i,61,0.09,1469,0.57,-0.14,1,0.15,3%,i,-5,.,.,2.0,1.4,4.7
CC(C)C(NS(=O)(=O)c1cccc(C(F)(F)F)c1)C(=O)O (stereo unspecified),-0.2,1251,.,i,52,0.05,1107,-0.27,-0.27,-0.03,0.021,-6%,.,.,13,704,.,.,.

# The last 2 entries of the part before come first, to join the parts.
SMILES,bCat nuc transl,bCat nuc transl cell count 5 µM,ER stress rescue,T cell HTS,T cell HTS vesicle-bound %,Insulin prom up,Insulin prom up cell count,Dynein transport,Dynein transport cytoplasmic EGFP,Dynein transport nuclear GR-EGFP,Dynein transport cell count,PhoP inhibition,Autophagy mod,Autophagy mod cell loss 18 h,Hep lipid drop,Hep lipid drop cells 6.5 µM,MT stabilize HCS,MT stabilize HCS Hoechst-high %,MT stabilize HCS cytotoxicity %
CCCCCCCCCc1nc(N)n[nH]1,4.1,1308,-1.8%,i,61,0.09,1469,0.57,-0.14,1,0.15,3%,i,-5,.,.,2.0,1.4,4.7
CC(C)C(NS(=O)(=O)c1cccc(C(F)(F)F)c1)C(=O)O (stereo unspecified),-0.2,1251,.,i,52,0.05,1107,-0.27,-0.27,-0.03,0.021,-6%,.,.,13,704,.,.,.
Cc1cc(C)cc(NC(=O)C2CCCN2C(=O)Oc2ccccc2)c1 (stereo unspecified),-2.4,1198,-0.3%,i,4,-0.51,915,0.28,-0.29,0.23,0.56,4%,i,10,-2,769,2.3,1.7,7.9
CCOC(=O)C1=C(C)NC(C)=C(C(=O)OCC)C1C(=O)OCC(=O)NC,-2.0,1102,1.7%,i,30,-0.55,1240,0.74,-0.22,0.41,0.27,11%,i,13,5,718,3.3,1.4,3.7
CCNC(=S)N1CCc2cc(OC)c(OC)cc2C1COc1ccccc1OC (stereo unspecified),-1.3,1118,0.1%,i,30,0.09,1201,0.00016,1.4,0.5,-0.029,-4%,i,10,62*,684*,2.9,2.0,10.0
Cc1ccc(C(=O)Nc2cc3c(oc2=O)CCCC3=O)cc1,.,.,0.8%,i,43,.,.,-0.28,-0.23,-0.45,0.75,-5%,i,-9,.,.,1.0,1.4,9.1
CCc1cc(C(=O)Nc2ccc(C)cc2Br)cs1,4.2,988,0.2%,i,39,-0.42,1107,0.88,-0.26,0.78,-0.74,-9%,i,-1,8,761,4.2,2.6,7.8
COc1ccc(-c2nc(C#N)c(NCc3ccc(F)cc3)o2)cc1OC,-0.9,1159,-0.9%,i,7,-1.9,902,0.41,0.24,-0.37,-1.6,-3%,i,14,12,721,4.3,2.7,12
CSCC[C@H](NC(=O)C(C)Oc1ccc(Cl)cc1)c1nc2ccccc2[nH]1 (stereo partly specified),1.6,940,-1.3%,i,44,.,.,-0.83,0.58,-0.62,-0.18,1%,i,2,10,535,2.5,2.0,0.0
CCn1c(SCC(=O)N/N=C/C=C/c2ccco2)nnc1-c1ccc(OC)cc1,-0.8,1040,4.5%,i,39,0.31,1358,-0.13,-0.26,-0.19,0.64,2%,i,13,-1,523,2.3,2.3,6.6
CC1CCCN(S(=O)(=O)Cc2ccc(Cl)cc2)C1 (stereo unspecified),.,.,-0.9%,i,15,0.28,967,-0.53,-0.038,0.0035,0.39,1%,i,-5,13,759,1.5,1.3,6.1
Cc1ccnc(NC(=O)c2ccc(N3C(=O)CCC3=O)cc2)c1,-0.7,1327,-1.2%,i,49,0.21,1566,1.8,-0.095,0.39,-1.3,-2%,i,-2,.,.,3.5,2.1,4.6
O=C(CSc1ccsc1[N+](=O)[O-])N1CCN(c2ccccc2)CC1,0.7,897,1.6%,i,19,-0.07,1216,0.88,-0.086,0.28,-0.31,-8%,i,13,6,643,5.8,2.3,5.1
C=CCn1c(SCC(=O)NC(=O)NCC(C)C)nnc1C1CCCCC1,-0.2,1095,-1.0%,i,40,-1.3,1043,-0.28,-0.14,-0.0085,0.6,2%,i,-4,.,.,2.2,1.9,3.7
O=C(C1CCCN(S(=O)(=O)Cc2ccccc2)C1)N1CCC(Cc2ccccc2)CC1 (stereo unspecified),-14,1182,-2.0%,i,2,.,.,-0.18,-0.037,-0.16,0.19,-13%,i,-1,-5,657,1.5,0.9,12
COc1ccc2[nH]c(C)c(C(=O)CN3CCN(C/C=C/c4ccccc4)CC3)c2c1,-4.1,939,-1.5%,i,50,-0.91,1160,0.85,-0.17,1.3,-1.2,1%,i,8,.,.,2.7,2.3,11
